High-throughput results deposited in PubChem BioAssay by several laboratories.
Myeloid diff MLP = promotes myeloid progenitor differentiation; calls only at 10 µM; 1% of 360,000 active; AID 624256; ER-HoxA9 myeloid progenitors, lysozyme-GFP differentiation, flow cytometry;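 active = normalized GFP-positive differentiation at or above the plate's own cutoff, the solvent-only control mean plus 3 SD; inconclusive = no clear call, values can overlap the other calls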;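 also: cells exposed to compound for four days before flow analysis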
Rac1 GTP hydrolysis = MgcRacGAP GTPase-activating activity inhibitors, confirmation, biochemical, ADP Hunter fluorescence. AID 624330. 0.6% of 340,000 active. MgcRacGAP-stimulated Rac1 GTP hydrolysis, ADP Hunter fluorescence; higher % means a stronger effect; GST-tagged Rac1 F28L mutant substrate. inhibition, % at 30 µM; hits with a dose series show IC50 in µM;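 active = first-screen hits whose inhibition reached a set limit at any dose in the follow-up dose series; inconclusive = inhibition above the set first-screen limit but never retested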;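 also: fluorescence reports GDP produced by GAP-driven GTP hydrolysis; strong numbers were not always called active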
RSV antiviral HEp-2 = inhibition of RSV-induced cytopathic effect – HEp-2 cells, primary 10 µM value included (AID 2391); CPE inhibition, % at 10 µM; hits with a dose series show IC50 in µM; HEp-2 cells, RSV-induced CPE inhibition; higher % means a stronger effect; 0.13% of 310,000 active; in the data active = a potency from the dose series; inconclusive = CPE inhibition mostly from about 23% at the one dose, without a potency; inactive = the rest, 99 in 100 with CPE inhibition below about 21%; also: strong numbers were not always called active
T cell HTS = modulates CD8 T cell binding to vesicles; AID 2052; calls only at 7 µM; 0.068% of 330,000 active; 2C CD8+ T cell-vesicle binding, flow cytometry; hits give low values;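 active = response, share of CD8 T cells binding vesicles, and their 90th percentile fluorescence all below set limits, cut at about 80% in these data, passing the limit was not always enough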
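Assay system: 2C TCR transgenic mouse naive CD8+ T cells, MACS-purified | Read-out: CD8+ gate FL2 mean fluorescence as % of same-row positive control | Signal: High-throughput flow cytometry with anti-B7-1 and anti-CD8 staining | Timing: Binding step 1.5 h, 37 °C, antibody labelling 20 min, ice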
TNAP activation fold = human TNAP enzyme activators, primary screen, biochemical, luminescent, no phosphate acceptor, uHTS (AID 1001); purified TNAP, luminescent activation assay, no phosphate acceptor; higher activation fold means a stronger effect; activation fold at 20 µM; hits with a dose series show EC50 in µM; 0.03% of 200,000 active; in the data active = activation fold from about 3, or a potency from the dose series; inactive = the rest, 99 in 100 with activation fold below about 1.6; also: many of its hits are not listed in these tables
NTR1 ag = agonists of NTR1, primary screen, imaging, U2OS cells, beta-arrestin-GFP, high content (AID 493036). NTR1-U2OS beta-arrestin-GFP spot imaging, agonist mode. P30989. 0.17% of 330,000 active. activation, % at 20 µM;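 active = activation at or above 40% of the spot to cytoplasm intensity ratio, with at least 20 cells analyzed; inconclusive = wells under 20 cells, flagged as cytotoxic or low count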;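 also: 0% = DMSO without peptide and 100% = 100 nM NTR1 peptide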
Target sequence (P30989 whole entry, looked up): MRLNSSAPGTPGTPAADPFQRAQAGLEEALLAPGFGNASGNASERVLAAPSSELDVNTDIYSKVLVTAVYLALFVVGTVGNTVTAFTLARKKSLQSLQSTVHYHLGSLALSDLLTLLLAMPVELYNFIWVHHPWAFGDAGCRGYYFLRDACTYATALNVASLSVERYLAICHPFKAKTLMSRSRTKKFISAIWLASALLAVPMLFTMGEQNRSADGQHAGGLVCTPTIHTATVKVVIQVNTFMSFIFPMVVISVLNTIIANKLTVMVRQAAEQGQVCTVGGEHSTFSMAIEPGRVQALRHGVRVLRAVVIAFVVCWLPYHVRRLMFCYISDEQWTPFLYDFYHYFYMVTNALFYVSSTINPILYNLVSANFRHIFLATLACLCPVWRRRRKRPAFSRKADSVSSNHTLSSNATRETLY
PhoP inhibition = PhoP-dependent GFP reporter repression – Salmonella Typhimurium, primary screen (AID 1863) | S. Typhimurium PhoP-regulated promoter GFP reporter, 4 h; higher % means a stronger effect | inhibition, % at 50 µM, or IC50 in µM where a hit was titrated | 0.16% of 300,000 active;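 active = inhibition over 29.93%, a cutoff 3 SD above the screen mean, later confirmed by dose response; inconclusive = inhibition over 29.93% but no dose response follow-up; inactive = inhibition at most 29.93% or unconfirmed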;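 also: 0% = low Mg2+ inducing control and 100% = high Mg2+ repressing control; strong numbers were not always called active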
SV40 large T antigen = SV40 large T antigen inhibitors, biochemical (AID 1903); SV40 large T antigen ATPase/helicase inhibition assay; higher % means a stronger effect; inhibition, % at 20 µM; hits with a dose series show IC50 in µM; 0.39% of 310,000 active; in the data active = a potency from the dose series; inconclusive = inhibition mostly from about 32% at the one dose, without a potency; inactive = the rest, 99 in 100 with inhibition below about 32%; also: strong numbers were not always called active
UTI89 phage lysis = inhibition of K1F phage lysis, E. coli UTI89, bacterial capsule biogenesis inhibitors, alamar blue (AID 488966); E. coli UTI89 K1F phage lysis, alamar blue, 2 h; higher % means a stronger effect; inhibition, % at 100 µM; hits with a dose series show IC50 in µM; 0.02% of 340,000 active;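 active = phage lysis inhibition, versus mean bacterial control, above a set limit; inconclusive = no clear call, values can overlap the other calls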;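 also: capsule biogenesis inhibitors block K1F phage lysis so surviving cells raise fluorescence; higher fluorescence means more inhibition of phage lysis; actives were called in the ten point dose series up to 300 µM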
T cell HTS vesicle-bound % = also measured in T cell HTS; calls as there; double positive events, %; measured here: CD8+ vesicle-bound cell fraction;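 binding gate set so that unloaded-vesicle control wells show 10% double positive cells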
NTR1 ag cell count 20 µM = recorded beside NTR1 ag, whose call it bears; cell count; measured here: cell count, cytotoxicity flag
Myeloid diff MLP GFP+ MAC1+ % = also measured in Myeloid diff MLP; calls as there; GFP+ MAC1+ double positive, %; measured here: differentiation confirmed by MAC1 staining
An asterisk follows results filed as active; i = inactive; ? = inconclusive; nt = no result given; + = active, no number; [ ] = another dose, or the depositor's remark.

compound,Myeloid diff MLP,Myeloid diff MLP GFP+ MAC1+ %,Rac1 GTP hydrolysis,RSV antiviral HEp-2,T cell HTS,T cell HTS vesicle-bound %,TNAP activation fold,NTR1 ag,NTR1 ag cell count 20 µM,PhoP inhibition,SV40 large T antigen,UTI89 phage lysis
Cc1occc1C(=O)NNC(=O)c1ccc(S(=O)(=O)N(C)C)cc1,i,0.9,3%,0.2%,i,32,nt,8.5,74,nt,nt,0.9%[50 µM]
Cc1nnc(C)n1/N=C/c1cccs1,i,1.0,18%,2.4%,i,31,1,-1.3,52,11%,14%,1.4%
CCn1c(=O)c2cc(C(=O)Nc3ccccc3OC)sc2c2ccccc21,i,0.2,12%,-0.6%,i,30,nt,14,41,-14%,6%,0.1%
CCN(CC)S(=O)(=O)c1cc(NC(=O)CNc2cccc(S(=O)(=O)N3CCOCC3)c2)ccc1C,i,0.9,2%,-0.5%,i,37,nt,0.6,58,10%,10%,0.5%[50 µM]
Cc1ccccc1C(=O)N1CCN(c2ncccn2)CC1,i,0.7,7%,11%,i,58,nt,0.5,63,-7%,10%,0.2%
O=C(OCc1cccc(Cl)c1)c1cc(S(=O)(=O)N2CCCCC2)ccc1N1CCOCC1,+,9.8*,0%,9.3%,i,29,nt,1.3,61,-1%,14%,1.2%[50 µM]
COc1cc([C@H]2Oc3c(OC)cc(CCCO[C@@H]4O[C@H](CO)[C@@H](O)[C@H](O)[C@H]4O)cc3[C@@H]2CO)ccc1O,i,0.5,17%,3.7%,i,59,nt,-0.5,92,nt,nt,1.9%
Nc1ncnc2c1ncn2[C@@H]1O[C@H](CNCc2ccccc2OC2OC(CO)C(O)C(O)C2O)[C@@H](O)[C@H]1O (stereo not given in full),i,0.7,5%,nt,nt,nt,nt,1.6,53,nt,nt,0.1%
COc1ccc2oc(C(=O)NCC(Cc3ccccc3)N(C)C)c(C)c2c1 (stereo not given),i,0.0,5%,-0.1%,i,47,nt,0.7,84,-2%,-22%,0.1%
O=C(NC(=S)N1CCN(Cc2ccc3c(c2)OCO3)CC1)c1cccc(Br)c1,i,0.4,4%,2.3%,i,55,1.5,0.0,70,-7%,13%,0.5%
NC(=O)CSc1nnc(-c2cccs2)n1Cc1ccco1,i,0.6,9%,0.9%,i,56,nt,0.5,50,-6%,10%,0.4%
COc1ccccc1-n1nnnc1SCC(=O)N(CC(C)C)C1CCS(=O)(=O)C1 (stereo not given),i,1.8,-1%,1.4%,i,14,nt,0.3,62,-3%,23%,0.4%[50 µM]
O=C(COc1ccccc1[N+](=O)[O-])N/N=C/c1ccc(O)cc1,i,0.2,81µM*,1.0%,i,41,1.2,2.5,50,-1%,9.3µM*,-0.2%
CN(c1ccc(F)cc1)S(=O)(=O)c1ccc(Cl)c(C(=O)NCC2CCCO2)c1 (stereo not given),i,1.0,3%,nt,nt,nt,nt,0.5,63,nt,nt,0.7%[50 µM]
Nc1ccc(Oc2c(Cl)cccc2Cl)nc1,i,0.6,-14%,0.7%,i,50,nt,0.7,43,-7%,5%,-1.7%
Cc1oc(C(C)(C)C)cc1C(N)=O,i,0.6,2%,nt,i,40,nt,-0.3,54,-2%,3%,0.4%
COc1ccc(CS(=O)/C(Cl)=C(/Cl)C(=O)Nc2ccc(OC)nc2)cc1 (stereo not given),nt,nt,nt,nt,nt,nt,0.8,-2.7,67,-4%,?,nt
C=CCNC(=O)CN1CCC(NC(=O)c2ccco2)CC1,i,0.4,3%,1.2%,i,64,1,2.3,87,4%,10%,0.0%
COc1ccc(-n2cc(CNCCCn3ccnc3)c(-c3ccccc3Cl)n2)cc1,i,0.3,10%,-1.4%,i,64,1,-1.4,88,13%,1%,1.0%
CCOC(=O)C1CCN(C(=S)Nc2ccccc2)CC1,i,0.1,-14%,1.1%,i,60,1,2.6,73,-4%,11%,0.8%
O=C(/C=C/c1ccc(Br)cc1)NCc1cccs1,i,0.3,1%,2.8%,i,46,1.1,-1.1,67,3%,7%,-1.6%
CN1CCN(C(=O)c2sc(=S)n(-c3ccccc3)c2N)CC1,i,1.0,191µM*,-0.2%,i,28,1.1,-0.7,67,0%,23%,0.1%
COc1ccc(Cl)cc1NC(=O)C(=O)NC1CCCCCC1,i,0.3,12%,0.6%,i,42,1,0.9,66,-7%,17%,0.1%
CCOc1ccc(CCNC(=O)C2CCN(C(=O)N(C)C)CC2)cc1OCC,i,0.4,4%,4.0%,i,32,0.9,2.3,51,-5%,-5%,-0.4%
COc1ccc(-n2ccnc(SCC(=O)NCc3ccccc3Cl)c2=O)cc1,i,1.1,8%,2.3%,i,1,nt,0.0,69,10%,-11%,-7.1%
CC(=O)c1ccc(N(C)C)cc1,i,1.0,9%,-0.9%,i,44,1.1,-0.1,45,9%,20%,-0.1%
S=C(Nc1ccccc1)N1CCc2ccccc21,i,1.4,10%,3.8%,i,45,nt,0.0,61,-1%,10%,0.5%
Cc1noc(NS(=O)(=O)c2ccc(NC(=O)CSc3ncccn3)cc2)c1C,i,2.0,2%,0.3%,i,50,1.1,-0.3,61,11%,1%,-1.9%
OCCCNc1c2c(nc3cc(-c4ccc(Cl)cc4)nn13)CCC2,i,0.1,2%,8.0%,i,26,1,4.3,44,8%,3%,-0.1%
CC1CC(C)CN(c2ncnc3c2cnn3Cc2ccc(Cl)cc2)C1 (stereo not given),i,0.4,7%,-0.1%,i,50,1.1,4.3,34,5%,13%,0.0%
Cc1cc(C(=O)OCC(=O)Nc2cc(C)on2)c2ccccc2n1,i,2.3,0%,1.8%,i,33,1.1,0.5,97,-8%,6%,-0.5%
C=CCOc1ccc(/C=N/NC(=O)c2cc3c(OC)cc(OC)cc3[nH]2)cc1,i,0.4,11%,64%,i,15,nt,7.5,79,3%,6%,0.4%
CCCCc1c(C)nc2ccc(C(=O)OCC)cc2c1Cl,i,0.3,6%,3.3%,i,35,1,1.8,42,-2%,-3%,-2.8%
Cc1ccc(S(=O)(=O)N2CCOCC2)cc1NC(=O)COc1ncnc2ccccc12,i,0.5,3%,0.2%,i,39,0.9,1.6,41,-13%,5%,4.9%
O=C1C(=Cc2cccn2-c2ccccc2)C(=O)c2ccccc21,i,0.5,12%,1.1%,i,48,0.9,nt,nt,-1%,23%,0.4%
COc1ccc(C2(CNS(=O)(=O)c3ccccc3)CCOCC2)cc1,i,0.1,6%,-0.9%,i,20,1.6,-1.0,33,9%,4%,0.8%
Cc1csc(NC(=O)CCC(=O)c2cccs2)n1,i,0.1,3%,1.7%,i,20,1.1,2.3,50,-8%,3%,-1.0%
COc1ccc2[nH]c(CN3CCC(CO)(CCOc4ccccc4)CC3)c(C)c2c1,i,0.1,6%,13%,i,42,1,12,31,-6%,21%,0.5%
CC(=O)NNc1nc2ccccc2s1,i,3.6,3%,3.5%,i,31,1,0.4,43,1%,9%,1.2%[50 µM]
COc1ccc(N=Cc2c(OC)ccc3ccccc23)cc1,i,0.7,7%,6.5%,i,55,nt,-0.7,53,nt,18%,0.2%
O=C(/C=C/c1ccco1)NCc1ccc(F)cc1,i,0.4,14%,0.4%,i,52,1,1.2,24,2%,8%,-0.8%
O=C(CN1CCOCC1)Nc1ccc(Cl)cn1,i,0.6,8%,1.5%,i,67,nt,0.8,63,0%,2%,-0.6%
CCOC(=O)c1ccc(-c2c(-c3ccccc3OC)sc3ccc(OC)cc23)cc1F,i,2.1,6%,nt,i,8,nt,-2.2,63,nt,nt,1.2%
CCN(CC)CCNC(=O)c1ccc(NC(=O)COc2ccc3c(c2)CCC3)cc1,i,0.7,4%,-0.1%,i,40,nt,2.1,60,nt,nt,0.9%[50 µM]
Cc1ccc(-c2nn(-c3ccccc3)cc2C2CC(c3ccccc3)=NN2C(=O)CCC(=O)O)cc1 (stereo not given),i,0.2,10%,18%,i,29,nt,5.9,61,-11%,9%,0.3%
COc1ccc(/C=N/NC(=O)C(=O)NCc2cccnc2)cc1,i,0.5,9%,3.0%,i,56,1.1,-0.3,94,8%,3%,0.2%

By substructure, the entries above containing bromine
compound,Myeloid diff MLP,Myeloid diff MLP GFP+ MAC1+ %,Rac1 GTP hydrolysis,RSV antiviral HEp-2,T cell HTS,T cell HTS vesicle-bound %,TNAP activation fold,NTR1 ag,NTR1 ag cell count 20 µM,PhoP inhibition,SV40 large T antigen,UTI89 phage lysis
O=C(NC(=S)N1CCN(Cc2ccc3c(c2)OCO3)CC1)c1cccc(Br)c1,i,0.4,4%,2.3%,i,55,1.5,0.0,70,-7%,13%,0.5%
O=C(/C=C/c1ccc(Br)cc1)NCc1cccs1,i,0.3,1%,2.8%,i,46,1.1,-1.1,67,3%,7%,-1.6%
